p53null 32C tox – p53 null cell cytotoxicity, permissive temperature; H1299-neo p53 null cells, ATP luminescence, 24 h, 32C; Potency, µM (top dose mostly 46.1 µM), for the others: top-dose activity change, negative = cytotoxicity, most hits filed as cytotoxic; hit rate 0.62% among 55,000; AID 903;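 also: 0% = DMSO only and -100% = full killing by 100 µM tamoxifen; nearly all actives have a fitted effect of over 55% in size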
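We seeded p53-null H1299-neo cells, incubated them overnight at 37C, and added compounds across a range up to 46 uM. After 24 hours at 32C, ATP reagent was applied for 20 min at room temperature and luminescence recorded.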
p53null 39C kill – selectivity test: cytotoxicity in p53 null cells, nonpermissive temperature; H1299 p53-null (neo) cells, 39C, ATPlite viability, 24 h; Potency, µM (top dose mostly 46.1 µM), for the others: top-dose activity, negative = cell killing, hits mostly cytotoxic; hit rate 0.97% among 55,000; AID 904;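 also: 0% = DMSO only and -100% = full killing by 100 µM tamoxifen; nearly all actives have a fitted effect of over 50% in size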
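Cells seeded at 600/well, 37C overnight. Compound added (up to 46 uM), plates shifted to 39C for 24 hr. ATPlite added, luminescence read after 20 min at room temperature.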
* hit, by the source's call; ? = inconclusive; . = no result given; [ ] = remark or other dose. Calls follow the shape of the dose curve; as a rule, active = well fitted cell-killing curve with a large enough effect; inconclusive = small, poorly fitted or top-dose-only effect; inactive = no such curve, though single readings can be large or run the other way. Potency is read from the fitted curve at half-maximal effect.

SMILES	p53null 32C tox	p53null 39C kill
O=C(NNC(=S)Nc1ccc(Br)cc1Cl)c1ccco1	-16%	.
CC(C)C(=O)Nc1cccc(NC(=O)c2ccc([N+](=O)[O-])cc2Cl)c1	-9%	.
Cc1cccnc1NC(=O)/C=C/c1ccc2c(c1)OCO2	-22%	.
COC(=O)c1ccc(C(=O)OC)c(NC(=O)Oc2ccccc2)c1	-7%	.
COc1cc(CNCc2ccccn2)ccc1OCC(=O)NC(C)(C)C	-9%	.
CCOC(=O)NC1(Nc2ccc(C)cc2)Oc2ccccc2O1	-22%	.
Cc1ccnc(NC(=S)NC(=O)/C=C/c2ccc(Cl)cc2)c1	-3%	.
COc1ccccc1C(=O)Nc1ccc(C)cc1C(=O)c1ccccc1	-9%	.
O=C(N/N=C/c1ccc[nH]1)c1cccc([N+](=O)[O-])c1	-9%	.
O=C(Nc1ccc([N+](=O)[O-])cn1)c1cc(-c2cccc(Cl)c2)nc2ccccc12	-17%	.
CCCCC(=O)NC(=S)Nc1cc(C(=O)O)ccc1Cl	-1%	.
Cc1ccc(NC(=O)C2C3/C=C\CCCCC32)cc1 (stereo unspecified)	-2%	.
N/C(=N\OC(=O)N1CCOCC1)c1ccc(Cl)cc1	-14%	.
S=c1[nH]nc(-c2ccc3ccccc3n2)n1-c1cc(Cl)cc(Cl)c1	-6%	.
Cc1ccc(OCC(=O)N2N=C(c3cccnc3)CC2(O)C(F)(F)F)cc1C (stereo unspecified)	-16%	.
O=C(/C=C/c1ccco1)Nc1ccc2nn(-c3ccccc3)nc2c1	-31%	.
O=C(Cc1ccccc1)Nc1nc(-c2cccc([N+](=O)[O-])c2)cs1	-1%	.
O=C(Nc1ccccc1)c1ccc(NCCc2ccccc2)c([N+](=O)[O-])c1	3%	.
COc1ccc(/C=N/NC(=O)CNC(=O)COc2ccccc2)cc1	5%	.
Cc1ccc(Cl)cc1OCC(=O)NCCOC(=O)Nc1sc(=S)n(C)c1C	-21%	.
COc1ccc(NC(=O)c2ccc(C#CC(C)(C)O)cc2)cc1	-16%	.
Cc1ccc(NC(=O)c2ccncc2)cc1[N+](=O)[O-]	-3%	.
COC(=O)c1cccc(NC(=O)Cc2ccccc2[N+](=O)[O-])c1C	5%	.
COc1ccccc1NC(CC(=O)c1ccccc1)C(=O)OCC(=O)c1ccc(C)c(C)c1 (stereo unspecified)	18µM*	.
COc1nc(N/N=C/c2ccc(-c3cccc([N+](=O)[O-])c3)o2)nc(N2CCOCC2)n1	-19%	.
COc1ccc(-c2c(C#N)c(SCC(=O)c3cc4ccccc4oc3=O)nc(C)c2C(=O)Nc2ccccc2)cc1	-12%	.
O=C(CN(c1ccccc1)S(=O)(=O)c1ccccc1)N/N=C/c1ccc(OC2CSC2)cc1	-13%	.
CCOC(=O)c1cccc(-n2c(-c3ccc(OC)cc3)nc3nc4ccccc4nc32)c1	3%	.
Cc1ccc(NC(=O)c2cn(CCC#N)nc2-c2cccs2)c([N+](=O)[O-])c1	-18%	.
Cc1ccc(S(=O)(=O)Nc2ccc(NC(=O)Nc3ccc(F)cc3F)cc2)cc1	-8%	.
N=c1scc(-c2ccccc2)n1/N=C/c1ccco1	-7%	.
O=C(Nc1nc(-c2ccccc2)cs1)c1ccc(N2CCOCC2)c([N+](=O)[O-])c1	0%	.
COc1ccccc1-c1c(C(F)(F)F)oc2cc(OCC(=O)Nc3ccccc3C(F)(F)F)ccc2c1=O	-6%	.
CCCCOC(=O)Nc1nnc(SCCOc2ccc(C)cc2)s1	-18%	.
CC(C)Cc1nc2sc3c(=O)n(N)cnc3c2c2c1COC(C)(C)C2	-27%	.
COc1cccc(-c2nc(Oc3cccc(C)c3C)c3ccccc3n2)c1O	-13%	.
C=CCn1c(SCc2ccc(C(=O)Nc3nccs3)cc2)nnc1-c1ccc(C)c(Cl)c1	5%	.
CCN(CC(=O)Nc1ccc(NC(C)=O)cc1)C(=O)C(c1ccccc1)c1ccccc1	-6%	.
CCc1sc(C(=O)Nc2ccc(NC(C)=O)cc2)cc1C	-10%	.
CCOC(=O)c1c(NC(=S)Nc2cc([N+](=O)[O-])ccc2OC)sc2c1CCCCC2	-3%	.

2 entries from above, field by field.
> COc1ccccc1-c1c(C(F)(F)F)oc2cc(OCC(=O)Nc3ccccc3C(F)(F)F)ccc2c1=O
- p53null 32C tox: -6%
- p53null 39C kill: .
> CCCCOC(=O)Nc1nnc(SCCOc2ccc(C)cc2)s1
- p53null 32C tox: -18%
- p53null 39C kill: .

More entries
SMILES	p53null 32C tox	p53null 39C kill
CCN(CC(=O)NC(C)(C)C)C(=O)CCl	-4%	.
CCN1CCN(c2ccc([N+](=O)[O-])c(Sc3nc4ccccc4[nH]3)c2)CC1	.	-12%[1.84 µM]
CCCOc1ccc(C(=O)CCC(=O)OCC(=O)Nc2ccc(Oc3ccccc3)cc2)cc1	.	-10%[1.84 µM]
Cc1ccc(Cl)c(OCC(=O)Nc2sc(C)c(C)c2C#N)c1	.	23%
COc1ccc(S(=O)(=O)N2CCOCC2)cc1NC(=O)c1cccc2c(=O)c(C)c(-c3ccccc3)oc12	.	-1%
O=C(Nc1nc2ccccc2s1)c1ccc(OCC2CCCO2)cc1 (stereo unspecified)	.	?
CC(=O)c1ccc(NC(=O)C2Cc3ccccc3CN2C(=O)c2ccccc2)cc1 (stereo unspecified)	.	2%[1.84 µM]
O=C(c1cccc2ccccc12)N1CCN=C1SCc1ccc([N+](=O)[O-])cc1	.	14%
COc1ccc(OC)c(C(=O)c2ccc(C(=O)Nc3ccccc3)cc2)c1	.	-4%
COc1ccc(Oc2coc3cc(OC(=O)/C=C/c4ccc(F)cc4)ccc3c2=O)cc1	.	9%
COc1cccc(C(=O)NCC(=O)OCC(=O)Nc2cc(OC)c([N+](=O)[O-])cc2C)c1	.	6%[1.84 µM]
Cc1cc(-c2ccc(N3CCOCC3)cc2)nc2ccccc12	.	-21%
CN(CC(=O)Nc1ccc(Cl)c(Cl)c1)C(=O)/C=C/c1ccc(F)cc1	.	8%
CCc1cccc(C)c1NC(=O)CNCc1ccccc1	.	5%
O=C(NC(Cc1ccccc1)c1nc2ccccc2[nH]1)c1ccc(Cl)c([N+](=O)[O-])c1 (stereo unspecified)	.	1%
CCN(CC)C(=O)Cn1c(=O)c2ccccc2n2c(=S)sc(-c3cccc(C)c3)c12	.	16%
Nc1nnc(Sc2ccc(Cl)cc2[N+](=O)[O-])s1	.	14%
COc1ccc(CCNC(=O)COc2ccc(S(=O)(=O)NCC(C)C)cc2Cl)cc1OC	.	11%
NC(=S)N=Nc1c(O)n(Cc2ccc(F)cc2)c2ccccc12	.	13%
CC(C(=O)NC1CCCc2ccccc21)N1CCN(c2ccc(F)cc2)CC1 (stereo unspecified)	.	20%
O=C(CNC(=O)COc1ccccc1)NCc1ccccc1F	.	-11%[1.84 µM]
Cc1c(Cl)cccc1NC(=O)CNc1cccc(C(F)(F)F)c1	.	21%[1.84 µM]
CC(C)CN(C(=O)CN1CCOCC1)c1c(N)n(CC(C)C)c(=O)[nH]c1=O	.	3%
CCC1CCCCN1C(=S)Nc1ccc(SC(F)F)cc1 (stereo unspecified)	.	0%
CC(=O)Nc1ccc(OC(=O)c2cc3cc(Br)ccc3oc2=O)cc1	.	15%[1.84 µM]
CC1CCC/C(=N\NC(=O)Nc2ccccc2)C1 (stereo unspecified)	.	46%[activator]
Cc1cc(C)c(NC(=O)COC(=O)CCc2ccc(S(=O)(=O)N3CCCCC3)cc2)c(C)c1	.	21%
COc1ccc2c(c1)OC/C(=C/c1cccs1)C2=O	.	-2%[1.84 µM]
CC1Cc2ccccc2N1C(=S)NC(=O)c1ccc(Cl)cc1Cl (stereo unspecified)	.	2%[1.84 µM]
CN(C)CCCN(Cc1ccccc1)C(=S)Nc1ccc(OC(F)F)cc1	.	16%
Cc1ccc(-c2cc(C(=O)Nc3ccc(S(=O)(=O)Nc4nccs4)cc3)c3ccccc3n2)c(C)c1	.	9%[1.84 µM]
CCOc1ccc(/C=N/OCC(=O)NCc2ccc3c(c2)OCO3)cc1OC	.	-3%[1.84 µM]
CN1/C(=C\C(=S)NC(=O)c2cccc(Br)c2)C(C)(C)c2ccccc21	.	33%
Cc1ccc(SCC(=O)c2c(C)[nH]c3ccccc23)cc1	.	13%[1.84 µM]
O=C(CN1CCN(C(=S)NC2CCCC2)CC1)Nc1ccc(Oc2ccccc2)cc1	.	1%[1.84 µM]
CCN(CC)C(=O)C(C)N(C#N)c1nc(C)cc(C)n1 (stereo unspecified)	.	12%
CCc1ccc(OCC(=O)NC(NC(=S)Nc2ccccc2OC)C(Cl)(Cl)Cl)cc1 (stereo unspecified)	.	14%
CCN(CC)S(=O)(=O)c1ccc(NC(=O)c2cc(C(=O)OC)cc([N+](=O)[O-])c2)cc1	.	6%[1.84 µM]
Cc1ccc(C)c(NC(=O)CSc2nc3c(oc4ccccc43)c(=O)n2-c2ccccc2)c1	.	13%
O=C(NCCN1CCN(c2ccccc2)CC1)c1cccn2c(=O)c3ccccc3nc12	.	8%
CCOC(=O)c1c(NC(=O)CSc2nnc3c(Cl)cc(Cl)cn23)sc2c1CCC2	.	30%
CCN(CC)S(=O)(=O)c1ccc(Cl)c(NC(=O)c2cc(Cl)ccc2Cl)c1	.	12%[1.84 µM]
O=C(NCc1ccccc1)/C(=C/c1ccc(OC(F)F)cc1)c1ccccc1	.	-4%
COc1ccc(C(CCN(Cc2ccc(OC)c(OC)c2)C(C)=O)c2ccccc2)cc1 (stereo unspecified)	.	-17%[1.84 µM]
O=C(CSc1ccc2ccccc2c1)Nc1ncccn1	.	2%
Cc1[nH]c2ccccc2c1C(=O)COC(=O)Cn1cnc2ccccc21	.	10%
O=C(/C=C/c1ccco1)NC(=S)Nc1nc(-c2ccc(Cl)cc2)cs1	.	21%
CCCC(=O)Nc1ccc(-c2cnc(-c3ccc(NC(=O)CCC)cc3)nc2)cc1	.	8%[1.84 µM]
Cc1cc(CSc2ccccc2)ccc1NC(=O)COc1ccccc1C	.	6%
CC1(C)C2CC=C(/C=N/NC(=O)c3ccc(O)cc3)C1C2 (stereo unspecified)	.	12%
Cc1cc(-c2csc(NC(=O)c3ccc(C#N)cc3)n2)c(C)n1Cc1ccccc1	.	12%
COc1ccc(C(=O)CSc2nc3ccc([N+](=O)[O-])cc3[nH]2)cc1	.	-3%
O=C1CC(c2ccccc2Cl)Cc2c1cnn2-c1nc2ccccc2s1 (stereo unspecified)	.	39%
CCCCOC(=O)N/N=C/C=C/c1ccccc1	.	8%
CC1(C)CC(=O)c2cc3c(nc2C1)CC(C)(C)CC3=O	.	16%[1.84 µM]
CC(Oc1ccc2oc3ccccc3c2c1)C(=O)NC12CC3CC(CC(C3)C1)C2 (stereo unspecified)	.	21%

Additional results follow.
SMILES	p53null 32C tox	p53null 39C kill
CCCc1cc(=O)oc2cc(OCc3ccc(OC)cc3)c(Cl)cc12	.	8%[1.84 µM]
COc1ccc2c(c1)C1CC(C)(NC(=O)C1S(=O)(=O)c1ccc(F)cc1)O2 (stereo unspecified)	.	9%
O=[N+]([O-])c1ccc(CSc2nnc(SCc3ccc(Cl)cc3)s2)cc1	.	19%
C=CCn1c(CSCc2ccccc2)nnc1SCC(=O)N1CCN(c2ccccc2)CC1	.	24%
C=CCN(c1cccc(C(F)(F)F)c1)S(=O)(=O)c1cccc(C(=O)OCC(=O)NC)c1	.	-1%
COC(=O)C1CCN(c2ccc(C(N)=O)cc2[N+](=O)[O-])CC1	.	-3%[1.84 µM]
CC1=C(C(=O)N2CCOCC2)C(c2ccc(Cl)cc2)NC(=S)N1 (stereo unspecified)	.	38%
COc1nc(N=C(N)N)nc2ccc(C)cc12	.	5%[1.84 µM]
COc1cccc(-c2nnc(SCC3CNC(=O)O3)n2-c2ccc(Cl)cc2)c1 (stereo unspecified)	.	10%
O=C(Cn1ncc(Cl)c(Cl)c1=O)N1CCN(S(=O)(=O)c2ccc3ccccc3c2)CC1	.	?
Cc1cc(C)n(CCc2nc(-c3ccc(C(C)(C)C)cc3)cs2)n1	.	-20%[1.84 µM]
COc1ccc(Cl)cc1NC(=O)CNc1ccc(F)cc1C	.	12%
COC(=O)c1c(NC(=O)COC(=O)c2ccc(O)cc2)sc2c1CCCCC2	.	13%
COc1ccc([N+](=O)[O-])cc1NC(=O)CSCc1ccccc1	.	41%[activator]
O=C(NCCN1C(=O)S/C(=C\c2ccc(Cl)c(Cl)c2)C1=O)c1cnccn1	.	-24%[1.84 µM]
Cc1ccc(C)c(-n2c(Cc3cccs3)n[nH]c2=S)c1	.	-1%[1.84 µM]
CCOC(=O)c1cccc(P(=O)(C(C)(C)C)C(C)(C)C)c1	.	-2%[1.84 µM]
Cc1ccc(-n2nc(C)c(C(=O)O)n2)c(C)c1	.	-1%[1.84 µM]
Cn1c(N)c(C(=O)c2ccc(F)cc2F)c(=O)n(C)c1=O	.	33%
CCOc1ccc(NC(=O)COc2ccc(C(=O)NCCc3ccccc3)cc2)cc1	.	14%[1.84 µM]

The list is partial; rates above refer to the full screens.
